E-sel TNF inh – TNF alpha driven E-selectin expression inhibition. HUVEC TNFa-induced E-selectin immunofluorescence, high content. 120,000 tested, 0.71% active. inhibition, % at 2 µM;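 active = inhibition above the batch mean plus 3 SD, and confirmed as a hit on visual image review, cut at about 43% in these data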;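 also: 0% = TNF-stimulated DMSO wells and 100% = unstimulated control wells; not every result past the cut was called active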
Yeast life ext – yeast lifespan extension; inhibition of the nicotinamide effect, % at 10 µM; 130,000 tested, 0.68% active; AID 775; S. cerevisiae growth with nicotinamide, OD615; deaD strain in restrictive glucose medium;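 active = inhibition above a set limit, placed 3 SD over the median of all compounds, cut at about 26% in these data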;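 also: 0% = nicotinamide-treated wells and 100% = cells grown without nicotinamide; some compounds called inactive have numbers as strong as hits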
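Assay system: engineered S. cerevisiae DeaD replicative-lifespan strain, galactose-grown log-phase cells; Buffer or medium: CSMM-D glucose medium, restrictive; Probe or stimulus: nicotinamide 1.5 mM; Compound: single dose 10 µM compound, 0.25% DMSO; Schedule: 4 h preincubation then 48 h treatment at 30 °C; Technique: OD615 measurement.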
PTEN del growth – growth suppressors of cells with PTEN tumor suppressor deletion; viability, % at 10 µM; 140,000 tested, 1.2% active; HCT116 PTEN-null viability, CellTiter-Glo, 60 h; active compounds read low;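 active = viability at or below a set limit, 4 SD under the median of all tested compounds, cut at about 3.7% in these data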;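 also: PTEN knockout HCT116 line with beta catenin targeted HCT116 as companion control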
MRP1 act – activates MRP-1 | H69AR cells + doxorubicin, viability rescue, CellTiter-Glo | viability increase, % at 10 µM | 140,000 tested, 0.61% active | AID 799;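 active = viability gain under doxorubicin at or above a set limit, the compound median plus 3 SD, cut at about 4.7% in these data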;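 also: MRP-1 overexpressing cells given doxorubicin 25 µM after compound pretreatment; 18-22 h compound pretreatment then 72 h with doxorubicin before readout; 0% = doxorubicin-only wells and 100% = vehicle-treated cells without doxorubicin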
GALR2 blocker – antagonists of human galanin receptor 2 (GALR2). O43603. GALR2-expressing cells, antagonist mode. inhibition, % at 4 µM. 140,000 tested, 0.39% active; in the data active = inhibition above about 27%;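 also: cells stimulated with galanin 1-16 at roughly its EC80; 0% = agonist challenge control and 100% = basal control without agonist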
Target sequence (O43603 whole entry, looked up): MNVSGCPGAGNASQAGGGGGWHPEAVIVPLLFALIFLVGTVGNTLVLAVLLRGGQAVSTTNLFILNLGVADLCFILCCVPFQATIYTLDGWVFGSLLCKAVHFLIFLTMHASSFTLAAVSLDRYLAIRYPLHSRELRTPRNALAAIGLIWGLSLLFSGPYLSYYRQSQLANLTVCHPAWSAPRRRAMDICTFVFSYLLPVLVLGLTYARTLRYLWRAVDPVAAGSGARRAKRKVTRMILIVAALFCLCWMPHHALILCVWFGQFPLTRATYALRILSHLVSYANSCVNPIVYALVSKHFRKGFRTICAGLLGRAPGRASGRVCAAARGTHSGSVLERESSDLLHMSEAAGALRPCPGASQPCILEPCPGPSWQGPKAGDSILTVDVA
NPY Y2 blocker – antagonists of human neuropeptide Y receptor Y2; NPY-Y2 expressing cells, antagonist mode; P49146; inhibition, % at 2.7 µM; AID 793; 140,000 tested, 0.99% active; in the data active = inhibition above about 17%;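 also: 0% = vehicle with agonist challenge and 100% = reference antagonist with challenge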
Target sequence (P49146 whole entry, looked up): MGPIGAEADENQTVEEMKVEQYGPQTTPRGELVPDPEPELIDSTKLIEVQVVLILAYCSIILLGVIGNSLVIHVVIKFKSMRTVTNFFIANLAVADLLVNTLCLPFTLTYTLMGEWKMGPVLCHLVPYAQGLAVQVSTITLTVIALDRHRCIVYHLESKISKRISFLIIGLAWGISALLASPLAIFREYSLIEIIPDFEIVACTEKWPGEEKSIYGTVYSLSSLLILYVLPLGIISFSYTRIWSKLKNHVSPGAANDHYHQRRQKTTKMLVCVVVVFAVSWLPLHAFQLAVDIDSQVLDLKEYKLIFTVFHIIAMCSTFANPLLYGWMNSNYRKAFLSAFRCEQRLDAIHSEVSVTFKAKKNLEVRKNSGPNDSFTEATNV
BB579 growth dn – reduces growth of yeast BB579 in restrictive medium; S. cerevisiae BB579 growth, OD615, 48 h; inhibition, % at 10 µM; 140,000 tested, 0.51% active; AID 804;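 active = inhibition above a set limit, 3 SD over the mean compound inhibition, cut at about 44% in these data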; also: inactives centre near -24
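Test system: S. cerevisiae DeaD strain BB579 yeast; Medium: restrictive CSMM-D medium; Compound: one dose, 10 µM compound with 0.25% DMSO; Incubation: 4 h cell preincubation, 48 h compound exposure, 30 °C humidified; Signal: OD at 615 nm; Benchmarks: amphotericin B at 10 µg/mL as positive control.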
Measles CPE – protection of cells from measles virus | Measles virus-infected cells, CPE protection, absorbance | AID 841 | 140,000 tested, 1.5% active | protection (pct of control), % at 4 µM; in the data active = protection mostly above about 24%, no sharp cut-off; inactive = mostly below about 26%; also: some compounds called inactive have numbers as strong as hits
bCat KO growth – beta-catenin-lacking colon tumor cell growth suppression; viability, % at 10 µM; HCT116 beta-catenin knockout viability, CellTiter-Glo, 60 h; active compounds read low; 140,000 tested, 1.5% active;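 active = viability at or under a set limit, the compound median less 4 SD, cut at about 6% in these data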;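 also: 0% = Hyamine 1622 control at 20 µM and 100% = untreated cell control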
Phagocytosis inh – inhibitors of macrophage phagocytosis; 110,000 tested, 0.07% active; J774A.1 macrophage IgG-bead phagocytosis, imaging; AID 1029; inhibition, % at 5 µM;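 active = inhibition above the mean of the plate negative controls plus 5 SD, cut at about 13% in these data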;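 also: phagocytic index as fraction of beads internalized from green versus red external bead signal; plate controls were DMSO negative control for no effect and cytochalasin-D positive control for full effect; some results beyond the cut were filed as inactive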
Starred values were filed as active, the others as inactive; / = no result given.

SMILES	E-sel TNF inh	Yeast life ext	PTEN del growth	MRP1 act	GALR2 blocker	NPY Y2 blocker	BB579 growth dn	Measles CPE	bCat KO growth	Phagocytosis inh
CN1CCN(c2nc(-c3ccccc3)c3cc(Cl)ccc3n2)CC1	-1.9	-13.3	43.9	-2.2	14.0	14.5	-46.2	2.7	56.0	0.6
O=C1CC(Nc2ccc(N3CCOCC3)cc2)C(=O)N1Cc1ccccc1 (centres undefined)	-44.6	/	92.0	0.8	6.7	2.2	-6.5	17.5	86.8	/
CC(C)c1cc(C(=O)Nc2sc3c(c2C#N)CCC3)no1	/	4.3	36.9	-2.5	-4.5	3.5	-42.3	1.1	38.2	-0.5
Cc1ccc(C(=O)c2sc3c(c2N)c(=O)[nH]c(=O)n3CCc2ccccc2)cc1	-11.8	3.2	15.8	-5.6	3.4	5.0	-30.2	1.7	26.7	-4.0
Cc1ccccc1NC(=O)Nc1nc2ccc(S(C)(=O)=O)cc2s1	1.9	-2.0	87.7	-3.7	4.0	-2.8	1.7	6.3	93.2	2.3
CC(C)COC(=S)Nc1ccccc1	-4.6	-14.1	119.0	-0.1	-0.1	3.8	-55.1	12.5	103.9	-0.2
CC(C)c1ccccc1-n1c(SCC(=O)N2CCc3ccccc3C2)nc2ccccc2c1=O	/	1.4	68.0	-3.4	-7.0	11.3	-22.3	1.3	69.8	/
CN(C)/C(CN1CCN(C=O)CC1)=C1\N=C(c2ccccc2)OC1=O	-3.0	-13.5	63.6	0.1	-2.1	5.2	-12.7	5.0	68.0	/
COCCn1c(SCC(=O)Nc2cc(Cl)ccc2OC)nc2c(c1=O)SC(C)C2 (centres undefined)	/	-13.4	58.8	-3.4	5.1	3.6	-16.1	13.7	61.2	/
CC(C)NC(=S)NC(=O)/C=C/c1ccc(F)cc1	/	1.4	79.0	-4.5	1.0	4.0	-7.9	35.5*	80.4	-1.9
CC12CN3CCN(CC(C3)C1(O)CN1CCOCC1)C2 (centres undefined)	10.5	-6.2	99.7	1.5	-9.8	-0.2	5.4	2.9	101.3	-1.1
Cc1cccc(NC(=O)c2cc(NC(=O)c3ccco3)ccc2Cl)n1	-25.2	-12.2	76.6	-1.4	5.4	4.2	5.8	8.5	83.3	-0.6
Cc1cccc[n+]1CC(=O)/C=C1\N(C)c2ccccc2C1(C)C	/	1.1	14.9	-1.6	-5.4	6.5	-41.0	8.5	15.9	-1.7
Cc1nnc(NC(=O)CSc2nnc(Cc3ccccc3)n2-c2ccccc2)s1	-11.7	1.0	101.1	0.2	-6.1	2.6	-52.2	10.3	92.6	-1.6
CCOC(=O)C1=C(C)Nc2ccccc2N=C1NC(=O)Cc1ccc(Br)cc1	/	-2.9	89.2	-0.5	0.4	3.5	-28.2	11.9	95.8	-4.2
CC1=NN(c2ccc(N)cc2)C(=O)C1	12.8	-14.0	110.1	-1.9	-13.1	2.7	-5.8	10.6	105.0	-0.3
Cc1nc(COC(=O)c2c(C)nn(-c3ccccc3)c2C)cs1	-5.7	-14.0	91.8	1.8	-1.4	-0.2	-25.7	7.6	95.7	-0.3
Cc1ccc2oc(=O)c3cc(C(=O)NCCN4CCN(C)CC4)sc3c2c1	17.0	-11.9	99.8	-1.2	15.0	4.6	9.9	2.4	77.4	-0.5
CCCCN(CC)CCCNC(=S)Nc1ccc2nc3n(c(=O)c2c1)CCCCC3	8.6	0.0	97.1	-4.0	0.7	0.0	-10.8	23.1	89.7	-9.5
CCN1CCN(S(=O)(=O)c2ccc(S(=O)(=O)N(CC)Cc3ccccc3)cc2)CC1	-2.6	-10.0	102.9	-1.2	-3.0	2.3	-11.6	2.5	89.3	-0.8
CCn1ncc(Br)c1C(=O)Nc1ccc(Cl)cn1	-19.1	-17.5	100.9	-0.9	-3.7	4.0	-43.1	9.0	93.2	-0.3
COC(=O)c1ccccc1-c1ccc(/C=N/NC(=O)c2cc3ccccc3o2)o1	/	16.2	90.4	-2.9	-13.0	7.8	-47.3	16.1	99.0	-5.0
CC(C)c1nnc(NC(=O)CCCC(=O)O)s1	/	-0.8	99.0	0.5	2.1	0.9	-6.0	13.9	85.6	-1.0
Cn1c(=O)c2c(nc(SCC(=O)NC34CC5CC(CC(C5)C3)C4)n2C)n(C)c1=O	68.3*	-2.1	87.5	-3.2	-0.7	1.2	-37.8	22.6	90.2	-1.5
COc1cccc(NC(=O)c2ccc(CN3CCOCC3)cc2)c1	/	-8.3	91.3	-2.9	-13.2	1.4	-37.6	2.4	70.3	-0.5

Looked up above:
Cc1nc(COC(=O)c2c(C)nn(-c3ccccc3)c2C)cs1 – Measles CPE = 7.6
Cc1ccc2oc(=O)c3cc(C(=O)NCCN4CCN(C)CC4)sc3c2c1 – BB579 growth dn = 9.9

Going on with the list.
SMILES	E-sel TNF inh	Yeast life ext	PTEN del growth	MRP1 act	GALR2 blocker	NPY Y2 blocker	BB579 growth dn	Measles CPE	bCat KO growth	Phagocytosis inh
CO/N=C/NC(=O)NOCc1c(Cl)cccc1Cl	2.1	-17.5	104.2	-0.6	-3.1	3.5	-33.7	21.4	103.4	-0.8
CCOC(=O)COc1cccc2c(=O)n(CC(=O)N3CCc4ccccc43)ccc12	10.7	-1.8	94.9	-1.7	10.9	-0.3	13.1	22.6	95.2	-1.5
O=C(NC1CCN(C(=S)NCc2ccco2)CC1)NC12CC3CC(CC(C3)C1)C2	17.1	-7.4	87.3	-0.4	-5.6	-1.9	-66.4	/	83.5	1.1
NC(=O)c1c(NC(=O)c2ccccc2)sc2c1CCc1ccccc1-2	12.2	-5.8	58.3	-5.2	-0.2	0.9	-35.6	18.8	80.3	-0.2
CCc1ccccc1NC(=S)N1CCC(C(=O)c2ccc(F)cc2)CC1	5.8	-23.4	93.2	-4.7	-1.3	0.8	-29.4	4.5	95.2	/
CC(NC(=O)c1cc(-c2ccccc2)on1)c1ccccc1 (centres undefined)	-16.4	0.8	95.1	-2.5	-8.7	2.6	-11.3	6.1	102.9	-0.4
CC1CCN(c2nc(-c3ccc(F)cc3)cc(C(F)(F)F)n2)CC1	/	-3.9	96.7	-1.3	-1.7	-2.7	-15.9	19.5	90.7	/
COc1cc(NC(=O)/C=C/c2ccccc2[N+](=O)[O-])cc(OC)c1	-3.8	3.8	95.1	1.8	6.0	1.7	-20.1	9.1	82.7	-9.2
CCN1C(=O)c2cccc3c(NS(=O)(=O)c4ccc(NC(C)=O)cc4)ccc1c23	-6.2	-7.5	46.6	-1.2	12.8	0.1	-28.8	11.1	48.5	-0.1
CCOc1ccc2nc(SCc3ccccc3C#N)sc2c1	14.1	-26.4	104.3	2.8	-1.2	4.1	-32.7	9.6	99.4	/
COc1ccc(C(=O)N/N=C(/C)c2cccc(NC(=O)C(F)(F)F)c2)cc1	/	2.5	93.2	0.8	13.0	2.9	-23.6	16.4	93.9	-3.3
CCN(CC)C(=O)Cn1c(=O)c2ccccc2n2c(=S)sc(-c3cccc(C)c3)c12	12.9	0.1	42.9	-4.9	-4.2	1.0	-26.5	3.5	44.1	2.1
CC(C)COP(=O)(CNC(=O)CN1C(=O)c2ccccc2S1(=O)=O)OCC(C)C	-8.0	5.1	98.2	0.8	-5.8	1.9	-40.5	3.9	100.0	0.9
Cc1ccc(N(C(=O)c2cccs2)C2C=CS(=O)(=O)C2)cc1 (centres undefined)	6.2	-5.0	101.0	-0.5	2.2	1.3	-0.7	2.6	92.4	/
CCOC(=O)N1CCN(C(=O)c2cccc(OC)c2O)CC1	8.8	-10.9	87.9	0.2	13.8	1.9	-27.8	10.0	98.2	1.0
COc1ccc(N(CC(=O)Nc2cc(Cl)ccc2OC)S(=O)(=O)c2c(C)noc2C)cc1	-19.3	-5.2	15.6	-3.8	11.0	7.8	-34.9	4.7	16.0	5.7
COc1ccc(/C=C2\SC(=O)N=C2N)cc1	/	-0.6	89.0	-0.7	-2.3	-0.8	-19.7	11.7	87.4	-0.6
CN1C(=S)SC(N2OC3C(=O)N(c4ccccc4)C(=O)C3C2c2ccccc2)C1(C)C (centres undefined)	/	3.2	105.1	0.1	9.2	2.3	-7.8	3.1	86.7	-4.2
CCOC(=O)C1=C(C)NC(=O)NC1c1cccc(O)c1 (centres undefined)	7.5	-12.4	104.7	-0.4	1.6	1.5	-5.2	5.4	93.4	0.5
CCOC(=O)Nc1ccc(S(=O)(=O)Nc2nccc(C)n2)cc1	1.1	-5.3	96.6	-1.7	-3.5	-1.8	-14.8	25.1	99.5	0.1
CC1(C)CC(=O)C=C(Nc2cccc(O)c2)C1	-4.6	-8.7	93.7	-0.8	6.8	3.6	-9.7	0.8	106.8	-0.4
CC(C)COC(=O)CCn1[nH]c(=O)c2ccccc2c1=O	8.3	-6.0	93.1	-0.3	-3.2	-0.2	-24.3	7.2	99.2	-0.7
COc1c(C(C)C)cc(NC(C)=O)cc1C(C)C	0.4	-2.2	106.2	-0.3	6.7	1.8	-48.0	11.5	108.2	/
Nn1cc(-c2ccccc2)nc1SCC(=O)NCCN1C(=O)CSC1=O	-9.5	-9.2	101.1	-1.2	5.7	-1.2	-46.9	3.3	106.4	-0.4
CCc1nnc(NS(=O)(=O)c2ccc(NC(=S)NC(=O)/C=C/c3ccc(F)cc3)cc2)s1	26.4	2.2	109.5	-0.9	-16.7	4.0	-33.6	4.1	104.7	-7.5

(more compounds)
SMILES	E-sel TNF inh	Yeast life ext	PTEN del growth	MRP1 act	GALR2 blocker	NPY Y2 blocker	BB579 growth dn	Measles CPE	bCat KO growth	Phagocytosis inh
O=C1C(Cc2ccccc2)SC(=Nc2ccccc2)N1c1ccccc1 (centres undefined)	-0.7	-1.0	91.2	0.1	0.4	0.7	-40.1	13.0	94.1	/
COc1cccc(Nc2c(F)c(OC)c(F)c(F)c2C(=O)O)c1	/	-7.5	92.3	-0.2	-18.4	2.0	0.2	36.3	80.2	-2.4
CN(C)Cc1ccccc1Cc1ccccc1	/	8.6	103.2	0.1	12.7	10.9	-16.5	37.5*	98.0	-3.3
COC(=O)c1cc(=O)nc2sc(-c3ccc(F)cc3)nn12	-26.1	-2.1	92.9	-3.7	-0.7	6.0	9.2	15.8	92.4	-2.4
NC(=O)CSc1ncnc2c1cnn2Cc1ccccc1	8.0	-4.2	95.7	1.8	-3.9	8.1	-10.3	6.1	93.1	-1.2
CC(C)NC(=O)C1CCN(Cc2cnn(-c3ccccc3)c2-n2cccc2)CC1	2.9	0.0	92.1	-1.9	3.9	3.2	-23.5	4.9	98.9	1.5

Only bCat KO growth (three entries from above):
SMILES	bCat KO growth
CC1=NN(c2ccc(N)cc2)C(=O)C1	105.0
Cc1nc(COC(=O)c2c(C)nn(-c3ccccc3)c2C)cs1	95.7
Cc1ccc2oc(=O)c3cc(C(=O)NCCN4CCN(C)CC4)sc3c2c1	77.4

Bioassay records (PubChem)
